# C diff growth: C. difficile growth inhibitors, primary screen, HTS. growth activity, negative = inhibition, % at 16 µg/mL (by protocol). Clostridium difficile clinical isolate growth, OD600, 24 h; hits give low values. 86,000 tested, 0.25% active;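 active = mean growth activity at or below -80% and every replicate also at or below -80%; inconclusive = mean at or below -80% but some replicate above -80%; inactive = mean growth activity above -80%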;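 note: 0% = DMSO wells and -100% = levofloxacin 16 µg/mL wells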
# Pf Dd2 inh: P. falciparum Dd2 growth inhibitors, primary screen, SYBR Green fluorescence, single dose replicates | 72 h; hits give low values | activity change, % at 10 µM | 94,000 tested, 2.3% active; in the data active = activity change below about -80%; inconclusive = no clear call, values can overlap the other calls
# T cruzi growth: T. cruzi intracellular proliferation inhibitors, primary screen, cell-based, beta-gal Tulahuen parasites, NIH3T3 host, luminescence | AID 624255, 2012 | 77,000 tested, 5.9% active | inhibition, % at 8.34 µM | T. cruzi beta-gal in NIH3T3, GalScreen luminescence, 90 h;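 active = mean inhibition above about 93%, with at least 55% of replicates each passing it, limit read from the data, passing the limit was not always enough; inconclusive = only one of those two conditions holds; inactive = neither condition holds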
# GASC1 inh: inhibitors of GASC-1 (KDM4C) histone demethylase, primary screen, biochemical, single concentration HTS. Lysine-specific demethylase 4C (Homo sapiens), Q9H3R0. GST-KDM4C 2-372, H3K9me3 peptide, LANCE TR-FRET. inhibition, % at 12.5 µM. 96,000 tested, 0.15% active;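 active = mean replicate inhibition above about 25%, with at least 55% of replicates also reaching it, limit read from the data, passing the limit was not always enough; inconclusive = only one of those two conditions met; inactive = neither condition met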
# Target sequence (Q9H3R0 2-372 limits assumed): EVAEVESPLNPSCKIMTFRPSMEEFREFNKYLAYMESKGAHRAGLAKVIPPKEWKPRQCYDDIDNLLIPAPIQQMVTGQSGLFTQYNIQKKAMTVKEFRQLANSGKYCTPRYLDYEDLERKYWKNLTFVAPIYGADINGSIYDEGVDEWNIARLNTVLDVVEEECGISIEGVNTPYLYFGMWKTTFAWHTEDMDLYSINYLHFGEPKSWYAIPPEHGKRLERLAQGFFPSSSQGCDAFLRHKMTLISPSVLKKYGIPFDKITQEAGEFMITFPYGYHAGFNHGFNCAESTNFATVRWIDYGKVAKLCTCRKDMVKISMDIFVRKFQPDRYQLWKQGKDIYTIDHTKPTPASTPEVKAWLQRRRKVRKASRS
#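 System – N-terminal GST-fused human GASC-1 (KDM4C) fragment, residues 2-372 · Input – enzyme final amount 10 nM · Technique – LANCE TR-FRET, Eu antibody, ULight-streptavidin, EDTA, ex 340 nm, em 618/671 nm · Medium – HEPES buffer, pH 7.5, plus ascorbate · Incubation – enzyme reaction 30 min, then detection 60 min, both room temperature · Reagent – H3K9me3 peptide with Fe(II)/2OG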
# * = called active by the depositor; ? = inconclusive; . = no result given; & = joins results of further samples. This is a random part of the collection. Share with any hit: about 7.2%.
compound	C diff growth	Pf Dd2 inh	T cruzi growth	GASC1 inh
O=C(C1CC1)N1CC[C@@H]2[C@H]1c1cc(C#Cc3ccc(F)cc3)ccc1N[C@@H]2CO	-20	-61	64	-3.0
COc1cccc(S(=O)(=O)N(C)C[C@H]2OCc3cnnn3CCCC(=O)N([C@@H](C)CO)C[C@@H]2C)c1	3	-7	9	0.3
C[C@@H]1CN([C@@H](C)CO)C(=O)c2cc(NS(C)(=O)=O)ccc2O[C@@H](C)CCCCO[C@H]1CN(C)S(=O)(=O)c1cccs1	1	-30	-38	-1.0
CCNC(=O)Nc1ccc2c(c1)C(=O)N(C)[C@H]1CC[C@@H](CC(=O)NCCN3CCCC3)O[C@H]1CO2	-4	13	10	1.4
O=C(Nc1ccc2c(c1)[C@@H]1C[C@H](CC(=O)N3CCc4ccccc4C3)O[C@H](CO)[C@@H]1O2)Nc1ccccc1F	0	-52	.	-2.4
C[C@@H]1CCCCO[C@H](CN(C)S(=O)(=O)c2ccc(F)cc2)[C@H](C)CN([C@H](C)CO)C(=O)c2cc(NS(=O)(=O)c3ccc(Cl)cc3)ccc2O1	-4	-57	100*	2.2
COc1ccccc1C#Cc1ccc2c(c1)O[C@@H](CN(C)C(C)=O)[C@@H](C)CN([C@H](C)CO)S2(=O)=O	2	-59	71	-0.2
C[C@@H]1CN([C@@H](C)CO)C(=O)Cc2cc(N(C)C)ccc2O[C@@H]1CN(C)C(=O)Nc1ccc(C(F)(F)F)cc1	-7	22	1	-2.6
C[C@H]1CN([C@@H](C)CO)C(=O)c2cc(N(C)C)ccc2O[C@H]1CN(C)C(=O)Nc1ccccc1	-1	30	.	6.7
C[C@@H]1CCCCO[C@@H](CN(C)C(=O)NC2CCCCC2)[C@H](C)CN([C@@H](C)CO)C(=O)c2cc(NC(=O)CCCN(C)C)ccc2O1	-1	-5	22	2.8
COc1ccc(S(=O)(=O)N(C)C[C@@H]2OCCCC[C@@H](C)Oc3ccc(NC(=O)Nc4ccc(F)cc4)cc3C(=O)N([C@@H](C)CO)C[C@H]2C)cc1	7	-45	111*	0.3
CCCNC(=O)[C@H]1[C@H](CO)[C@H]2Cn3c(ccc(C4=CCCCC4)c3=O)[C@@H]1N2	0	-17	32	-0.8
O=C(CC1CC1)Nc1ccc2c(c1)[C@H]1C[C@H](CC(=O)N3CCCCC3)O[C@H](CO)[C@H]1O2	0	15	8	-1.0
CC(C)NC(=O)Nc1ccc2c(c1)C(=O)N([C@@H](C)CO)C[C@@H](C)[C@@H](CN(C)Cc1ccc(Oc3ccccc3)cc1)O2	-10	2	.	0.0
CC(=O)NC[C@H]1[C@H](c2ccc(C3=CCCCC3)cc2)[C@@H](CO)N1C(=O)NC(C)C	-12	-8	22	4.5
C[C@H](CO)N1C[C@H](C)[C@H](CN(C)S(=O)(=O)c2ccc(F)cc2)Oc2cc(-c3cccc(F)c3)ccc2S1(=O)=O	9	-59	124*	0.1
CNC(=O)C[C@H]1CC[C@@H]2[C@H](COc3ccc(NC(=O)c4cc(C)on4)cc3C(=O)N2C)O1	2	1	25	-1.2
COc1ccc(NC(=O)Nc2ccc3c(c2)C(=O)N([C@H](C)CO)C[C@@H](C)[C@@H](CN(C)C(=O)NC2CCCCC2)OCCCC[C@@H](C)O3)cc1	-4	-42	.	-1.3
C[C@H](CO)N1C[C@H](C)[C@@H](CN(C)C(=O)CCCN(C)C)OCCCC[C@H](C)Oc2ccc(NC(=O)CCCN(C)C)cc2C1=O	-2	36	19	1.9
O=C(Cc1ccccn1)N[C@@H]1CC[C@H](CCNC(=O)c2cc(Cl)cc(Cl)c2)O[C@H]1CO	.	5	-4	4.0

# Rewritten as labelled records: four of the compounds above
CCCNC(=O)[C@H]1[C@H](CO)[C@H]2Cn3c(ccc(C4=CCCCC4)c3=O)[C@@H]1N2
  C diff growth: 0	Pf Dd2 inh: -17	T cruzi growth: 32	GASC1 inh: -0.8

O=C(CC1CC1)Nc1ccc2c(c1)[C@H]1C[C@H](CC(=O)N3CCCCC3)O[C@H](CO)[C@H]1O2
  C diff growth: 0	Pf Dd2 inh: 15	T cruzi growth: 8	GASC1 inh: -1.0

CC(C)NC(=O)Nc1ccc2c(c1)C(=O)N([C@@H](C)CO)C[C@@H](C)[C@@H](CN(C)Cc1ccc(Oc3ccccc3)cc1)O2
  C diff growth: -10	Pf Dd2 inh: 2	T cruzi growth: .	GASC1 inh: 0.0

CC(=O)NC[C@H]1[C@H](c2ccc(C3=CCCCC3)cc2)[C@@H](CO)N1C(=O)NC(C)C
  C diff growth: -12	Pf Dd2 inh: -8	T cruzi growth: 22	GASC1 inh: 4.5

# (listing goes on)
compound	C diff growth	Pf Dd2 inh	T cruzi growth	GASC1 inh
C[C@H]1CN([C@@H](C)CO)S(=O)(=O)c2ccc(Br)cc2O[C@H]1CN(C)C	-1	-1	28	2.4
COc1ccccc1NC(=O)N[C@H]1CC[C@H](CCn2cc(-c3ccccc3OC)nn2)O[C@H]1CO	-2	-21	62	.
CN1C(=O)c2cc(NC(=O)c3cccc(F)c3)ccc2OC[C@H]2O[C@@H](CC(=O)NC3CCC3)CC[C@H]21	0&-2	-4&-9	-46&-32	-0.9
CN1CCN(C(=O)C[C@@H]2C[C@@H]3c4cc(NC(=O)c5ccc6c(c5)OCO6)ccc4O[C@@H]3[C@@H](CO)O2)CC1	.	-1	-25	3.2
O=C(C[C@H]1CC[C@@H]2[C@H](COC[C@@H](O)CN2C(=O)C2CC2)O1)NCc1ccccc1Cl	1&-4	-1	34	-0.7
COc1cc(CN2CC3(CN(C(=O)CN4CCOCC4)C3)c3c(n(C)c4cc(OC)ccc34)[C@@H]2CO)cc(OC)c1	13	-79	.	1.2
CC(=O)N1[C@H](CO)[C@@H](c2ccccc2)[C@H]1CN(C)S(=O)(=O)c1ccccc1	-7	0	-13	0.8
COc1ccc2c3c(n(C)c2c1)[C@@H](CO)N(C(=O)Nc1ccc(F)cc1)CC31CCN(C(=O)Cc2ccncc2)CC1	4	-69	.	-0.4
O=C(NCC[C@H]1CC[C@H](NC(=O)c2cnccn2)[C@@H](CO)O1)Nc1ccc(Cl)cc1	-4	9	1	-0.3
C[C@H]1CCCCO[C@H](CN(C)C(=O)Nc2cccc3ccccc23)[C@@H](C)CN([C@@H](C)CO)C(=O)c2cc(NC(=O)Nc3ccc(C(F)(F)F)cc3)ccc2O1	-2	18	52	-0.4

# Further records.
# The line under a structure holds: C diff growth	Pf Dd2 inh	T cruzi growth	GASC1 inh
> CC(=O)NC[C@H]1[C@@H](c2ccccc2)[C@@H](CO)N1C(=O)Cc1cccnc1
  -6	-10	12	0.4
> COc1cccc(NC(=O)N(C)C[C@@H]2OCc3cnnn3CCCC(=O)N([C@H](C)CO)C[C@@H]2C)c1
  -1	27&16	3&-23	-1.6
> Cc1ccc(S(=O)(=O)Nc2ccc3c(c2)C(=O)N([C@@H](C)CO)C[C@H](C)[C@H](CN(C)Cc2ccccc2)O3)cc1
  1	0	15	-1.4
> N#C[C@H]1[C@H](c2ccc(-c3ccc(F)cc3)cc2)[C@H](CO)N1c1nc(-c2ccccc2)cs1
  1	-49	.	-5.8
> O=C(C[C@@H]1CC[C@H](NC(=O)Nc2ccccc2F)[C@H](CO)O1)NCc1ccc(F)cc1
  -3	30	.	-1.8
> CCCC(=O)Nc1ccc2c(c1)OC[C@@H](C)N(C(=O)C1CCCC1)C[C@H](C)[C@@H](OC)CN(C)C2=O
  .	-3	1	-0.4
> CC=Cc1ccc2n(c1=O)C[C@H]1[C@H](CO)[C@@H](C(=O)NCC(F)(F)F)N(CC)[C@@H]21 (mixture of isomers)
  -2	-11	7	4.0
> C[C@@H]1CN([C@@H](C)CO)C(=O)Cc2cc(NC(=O)CCN3CCOCC3)ccc2O[C@@H]1CN(C)C(=O)Nc1ccccc1
  0	21	10	3.4
> CO[C@H](CN(C)S(=O)(=O)c1ccc(C)cc1)[C@H](C)CN(C(=O)Nc1ccccc1F)[C@H](C)CO
  .	-4	27	-0.3
> COc1ccc(-c2ccc([C@H]3[C@@H](CO)N4CCCCN(C(=O)c5ccc6c(c5)OCO6)C[C@@H]34)cc2)cc1
  6	-44	118*	0.3
> O=C(C[C@@H]1CC[C@H]2[C@@H](COC[C@@H](O)CN2C(=O)Nc2cc(Cl)cc(Cl)c2)O1)NCC1CC1
  47&11	-10	.	1.6
> C[C@@H]1CCCCO[C@@H](CN(C)CC2CCCCC2)[C@H](C)CN([C@H](C)CO)C(=O)c2cc(NS(=O)(=O)c3cccs3)ccc2O1
  24	-53	78	5.4
> C[C@H]1CCCCO[C@H](CN(C)C(=O)Nc2cccc3ccccc23)[C@@H](C)CN([C@@H](C)CO)C(=O)c2cc(NC(=O)CCC(F)(F)F)ccc2O1
  -2	-76	78	-4.7
> COc1ccc(-c2cnc3c(c2)C(=O)N([C@@H](C)CO)C[C@@H](C)[C@H](CN(C)S(=O)(=O)c2ccc(OC)cc2)O3)cc1
  .	-44	83	-2.2
> N#C[C@@H]1[C@@H](c2ccc(C#Cc3ccccc3F)cc2)[C@H](CO)N1C(=O)C1CCCC1
  47	-43	.	-0.8
> COc1ccc(NC(=O)N(C)C[C@@H]2Oc3c(NC(=O)C4CCCCC4)cccc3C(=O)N([C@H](C)CO)C[C@H]2C)cc1
  -1	-7	5	-0.1
> C[C@@H]1CN([C@H](C)CO)C(=O)c2cccc(NC(=O)Nc3ccc4c(c3)OCO4)c2O[C@@H]1CN(C)S(=O)(=O)c1ccc(Cl)cc1
  .	-17	91	0.1
> C[C@@H]1CN([C@@H](C)CO)C(=O)CCCn2cc(nn2)CO[C@@H]1CN(C)Cc1ccc2c(c1)OCCN2C
  .	3	-7	0.7
> CO[C@H]1CN(C)C(=O)c2cc(NC(=O)Cc3ccccc3)ccc2OC[C@@H](C)NC[C@H]1C
  .	12	-35	.
> CCc1cnc(N2[C@@H](C#N)[C@@H](c3ccccc3C3=CCCC3)[C@@H]2CO)s1
  -15	13	.	-2.4
> C[C@H](CO)N1C[C@H](C)[C@@H](CN(C)S(=O)(=O)c2ccccc2F)Oc2cc(-c3ccccc3)ccc2S1(=O)=O
  7	-64	69	-0.4
> COc1ccccc1-c1cn(CC[C@H]2CC[C@@H](NC(=O)NC(C)C)[C@@H](CO)O2)nn1
  -2	-12	8	6.1
> C[C@H](CO)N1C[C@H](C)[C@@H](CN(C)CC2CCCC2)Oc2cc(C3=CCCCC3)ccc2S1(=O)=O
  6	-51	106*	-1.5
> Cc1ccc(S(=O)(=O)N(C)C[C@@H]2Oc3c(NC(=O)c4ccc(-c5nccs5)cc4)cccc3C(=O)N([C@H](C)CO)C[C@@H]2C)cc1
  -5	-34	66	-3.9
> C[C@H]1CN([C@@H](C)CO)C(=O)c2cc(NS(=O)(=O)c3cccs3)ccc2O[C@@H]1CN(C)C(=O)NC1CCCCC1
  -2	15	39	-0.8
> COc1ccc2c3c([nH]c2c1)[C@@H](CO)N(C(=O)c1ccccc1)CC31CCN(S(=O)(=O)c2cccs2)CC1
  -9	17	.	-1.0
> Cc1ccccc1-c1ccc2c(c1)O[C@@H](CN(C)C(=O)C1CC1)[C@@H](C)CN([C@@H](C)CO)S2(=O)=O
  -1	-25	.	-0.5
> CCS(=O)(=O)N1CC2(CN(C(=O)c3ccc(F)cc3)[C@H](CO)c3c2c2ccc(OC)cc2n3C)C1
  -4	-3	.	-0.8
> CN(C)C(=O)C[C@H]1CC[C@H]2[C@@H](COC[C@H](O)CN2Cc2nccs2)O1
  4&-1	-1	-62	0.1
> C[C@H](CO)N1C[C@H](C)[C@@H](CN(C)C(=O)CCCN(C)C)OCCCC[C@H](C)Oc2ccc(NC(=O)Nc3ccc4c(c3)OCO4)cc2C1=O
  3	50	34	5.9
> CNC(=O)C[C@@H]1CC[C@H]2[C@@H](COc3ccc(NC(=O)Nc4ccccc4OC)cc3C(=O)N2C)O1
  -7	0	7	-0.5
> COc1ccc(CN(C)C[C@H]2OCCCC[C@@H](C)Oc3ccc(NC(=O)NC(C)C)cc3C(=O)N([C@H](C)CO)C[C@H]2C)cc1
  0	2	58	0.4
> O=C(C[C@@H]1CC[C@@H]2NC[C@H](O)COC[C@H]2O1)NCCN1CCCC1
  -4	30	.	2.2
> CO[C@@H]1CN(C)C(=O)c2ccc(NC(C)=O)cc2OC[C@H](C)N(C(=O)CN(C)C)C[C@@H]1C
  2	19	12	0.5
> COc1ccc(C#Cc2ccc3c(c2)O[C@@H](CN(C)C(C)=O)[C@@H](C)CN([C@@H](C)CO)S3(=O)=O)cc1
  -3	?	57	-1.5
> C[C@H](CO)N1C[C@H](C)[C@H](CN(C)Cc2ccc(Cl)c(Cl)c2)Oc2ccc(NC(=O)Nc3cccc4ccccc34)cc2CC1=O
  -7	-22	79	-1.3

# High-throughput results from PubChem BioAssay.
